M1AAP inhibition = P. falciparum M1AAP inhibitors, biochemical, fluorogenic H-Leu-NHMec substrate, 1536-well (AID 1445); recombinant M1AAP, H-Leu-NHMec fluorogenic kinetic assay; higher % means a stronger effect; inhibition, % at 30 µM; hits with a dose series show IC50 in µM; hit rate 0.42% among 220,000;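 active means primary inhibition above the hit cutoff, then over 50% inhibition at one or more dose response concentrations, cut at about 23% in these data, passing the limit was not always enough; inconclusive means conflicting primary data, or primary hits not chosen for dose response; inactive means low primary inhibition, or under 50% at every dose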;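 further: plate controls were DMSO full reaction for no effect and no enzyme background for full effect; strong numbers were not always called active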
KOR beta-arrestin-1 = KOR antagonists, beta-arrestin recruitment, cell-based, luminescence, uHTS (AID 1778); hit rate 0.091% among 290,000; one-dose inhibition, % at 10 µM; IC50 in µM for titrated hits; KOR beta-arrestin recruitment, luminescence, antagonist mode; higher % means a stronger effect; further: strong numbers were not always called active
KOR beta-arrestin-2 = kappa opioid receptor activators – cell-based, luminescence, uHTS, primary screen (AID 1777); hit rate 0.02% among 280,000; one-dose activation, % at 10 µM; EC50 in µM for titrated hits; KOR beta-arrestin recruitment, luminescence; higher % means a stronger effect; in the data active means activation above about 50%, passing the limit was not always enough; further: a part of the inactive calls stands beside numbers as strong as those of hits
NOD2 inhibition = inhibition of NOD2-driven NF-kB reporter – cell-based, luminescence, uHTS, HEK293 (AID 1566). HEK293 NOD2/NF-kB luciferase reporter, luminescence; higher % means a stronger effect. inhibition, % at 4 µM, or EC50 in µM where a hit was titrated. hit rate 0.63% among 290,000; further: many of its hits are not listed in these tables
Dynein transport = dynein cargo transport inhibition; 3617.4 mouse cells, GR-EGFP nuclear translocation imaging; test concentration mostly 20 µM; stimulated with dexamethasone, 1 µM; active compounds read low; hit rate 0.47% among 220,000; z-score, hits read low; AID 1381;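 active means plate z-score of nuclear minus cytoplasmic receptor signal below a set negative limit, without overly bright fluorescence or cell loss, cut at about -3.5 in these data, passing the limit was not always enough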;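 further: z-score of nuclear minus cytoplasmic ring GR-EGFP intensity difference per well; some compounds called inactive have numbers as strong as hits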
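medium = tetracycline-free induction medium containing charcoal-stripped FBS | also added = 1.0 µM final dexamethasone stimulus | schedule = 48 h induction, 1 h compound, 30 min dex at 37 °C | technique = fixed, Hoechst-stained cells imaged at 10x for EGFP | measure = GR-EGFP nuclear translocation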
NOD1 inhibition = NOD1 signaling inhibitors, primary screen, cell-based, luminescence, uHTS (AID 1578); inhibition, % at 4 µM, or EC50 in µM where a hit was titrated; hit rate 1% among 290,000; NOD1-driven NF-kB luciferase reporter cells, luminescence; higher % means a stronger effect; in the data active means inhibition mostly above about 36%, no sharp cut-off; inactive means mostly below about 34%;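 further: HEK-293T reporter cells stimulated with the NOD1 agonist gamma-tri-DAP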
GPR55 activation = selective activators of receptor GPR55 – imaging, U2OS cells, beta-arrestin-GFP redistribution, primary screen (AID 1961) | U2OS GPR55 beta-arrestin-GFP redistribution imaging; higher % means a stronger effect | activation, % at 10 µM; hits with a dose series show EC50 in µM | hit rate 0.048% among 290,000;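 active means activation above 40% with more than 50 cells counted in the well; inconclusive means wells holding fewer than 50 cells, flagged as toxic or sparse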;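 further: U2OS osteosarcoma cells stably expressing GPR55 and beta-arrestin-GFP; plate controls were DMSO negative control for no effect and LPI positive control for full effect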
AID2073 = disruptors of CaV2.2 binding to Mint1 – biochemical, HTRF (AID 2073); HTRF protein-protein interaction, Mint1-CaV2.2; higher % means a stronger effect; inhibition, % at 20 µM, or IC50 in µM where a hit was titrated; hit rate 0.19% among 290,000; in the data active means inhibition mostly above about 51%, no sharp cut-off; inconclusive means no clear call, values can overlap the other calls; inactive means mostly below about 53%; further: some results filed as inactive read as strong as hits
P. falciparum M17LAP = P. falciparum M17LAP inhibitors, primary screen, biochemical, fluorogenic H-Leu-NHMec substrate, 1536-well (AID 1619) | inhibition, % at 30 µM; hits with a dose series show IC50 in µM | recombinant M17LAP, H-Leu-NHMec fluorogenic kinetic assay; higher % means a stronger effect | hit rate 0.38% among 220,000;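 active means compound inhibiting the enzyme by more than half at any dose during confirmatory dose-response retesting; inconclusive means strong single-dose inhibitors picked by rank but not retested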;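 further: plate controls were full reaction with DMSO carrier for no effect and no enzyme background for full effect; strong numbers were not always called active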
Dynein transport cytoplasmic EGFP = recorded beside Dynein transport, whose call it bears; z-score; measured here: cytoplasmic GR-EGFP intensity; active compounds read high
Dynein transport nuclear GR-EGFP = recorded beside Dynein transport, whose call it bears; z-score; measured here: nuclear GR-EGFP intensity;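 lower value marks the stronger effect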
Dynein transport cell count = second read-out of Dynein transport, no call of its own (marks repeat the call); z-score; measured here: cell count per field
* marks the source's active call; other numbers are inactive results; ? = inconclusive; nt = no result given; [ ] = another dose, or the depositor's remark. Unless noted, no stated cut-off is given here; in the data, active means inhibition above about 50%; inactive means the rest. Not all compounds are listed (hit frequency here may not be typical).

SMILES | M1AAP inhibition | KOR beta-arrestin-1 | KOR beta-arrestin-2 | NOD2 inhibition | Dynein transport | Dynein transport cytoplasmic EGFP | Dynein transport nuclear GR-EGFP | Dynein transport cell count | NOD1 inhibition | GPR55 activation | AID2073 | P. falciparum M17LAP
Cc1ccc(C(=O)N/C(=C\c2cccs2)C(=O)NCc2ccncc2)cc1 | 9.1% | -29.8% | 5.3% | -1.2% | -0.142 | -0.247 | -0.415 | 0.389 | -2.8% | 0.6% | 8.4% | 41.1%
Cc1cccc(COCC(Cc2ccccc2)N2CCN(C(=O)c3ccc(C(F)(F)F)cc3)CCC2=O)c1 (stereo not drawn) | 2.9% | 9.2% | 17.1% | -43.1% | -0.348 | -0.276 | 0.127 | 1.13 | -18.3% | -0.1% | -1.0% | 16.3%
O=C(CCc1ccccn1)N1CCCC(N2CCN(c3ccc(F)cc3)CC2)C1 (stereo not drawn) | nt | 3.7% | -3.4% | -6.1% | nt | nt | nt | nt | -26.8% | 0.3% | 1.8% | nt
Cn1c(Cl)c(/C=N/OC(=O)c2ccc(Cl)cc2)c2ccccc21 | 8.9% | -21.0% | 5.7% | 1.7% | -0.444 | -0.219 | -0.524 | 0.107 | -9.5% | -0.3% | 4.0% | -8.5%
Cc1cc(F)ccc1N1CCC(N2CCN(CCC(C)C)C(CCO)C2)CC1 (stereo not drawn) | -7.8% | 1.2%[20 µM] | -4.4% | -22.1% | 2.19 | -0.0156 | 1.42 | -1.18 | -51.6% | 0.1% | 2.6% | 5.8%
O=C(NCCCN1CCCC1=O)C(=O)NCC1OCCN1S(=O)(=O)c1ccc(Br)cc1 (stereo not drawn) | nt | -0.3% | -0.4% | 6.1% | nt | nt | nt | nt | -3.7% | 0.1% | 1.4% | nt
COc1cccc(C(=O)OCCN2CCOCC2)c1 | nt | 0.3%[20 µM] | nt | 0.8% | 1.02 | -0.241 | 1.12 | -0.543 | -27.7% | 0.6% | -1.6% | nt
O=C(O)CC(CC(=O)Nc1ccc(C(=O)O)cc1)c1ccccc1 (stereo not drawn) | 8.5% | 28.8% | 1.4% | 6.7% | 0.445 | -0.145 | -0.091 | -1.45 | -11.7% | 0.6% | -4.7% | -3.2%
CCCC1=NN(C(=O)C(=O)Nc2ccc(Br)cc2)C(O)(C(F)(F)F)C1 (stereo not drawn) | 11.0% | 28.1% | 0.9% | 20.8% | 1.55 | -0.0726 | 1.78 | -2.13 | 29.9% | -0.4% | 0.5% | 8.3%
COc1ccc(NC(=O)CSc2nnnn2-c2ccccc2OC)c(OC)c1 | nt | -16.3%[20 µM] | 1.4% | 6.3% | nt | nt | nt | nt | -4.9% | -0.1% | -3.5% | nt
CN(CCOc1ccc(-c2ccn(S(=O)(=O)c3ccc(Cl)cc3)n2)cc1)c1ccccn1 | 5.2% | -53.2% | 1.9% | 22.8% | -0.514 | -0.181 | -0.448 | -0.149 | 37.7% | 0.1% | 1.3% | -10.1%
Cc1cc(Cl)cc2sc(NC(=O)C3CC3)nc12 | nt | -37.5%[20 µM] | 0.2% | -12.7% | nt | nt | nt | nt | -18.9% | 0.0% | -1.9% | nt
CCCCNC(=S)NNC(=O)c1nn(C)c(C)c1Cl | 2.0% | 5.5% | -2.8% | 7.0% | -0.0624 | 1.17 | 0.171 | 0.313 | -16.5% | 0.5% | -18.5% | 9.7%
Cc1nc2ccccn2c1C(=O)CSc1ccccc1 | 1.9% | -4.6% | -0.2% | 6.8% | -0.492 | -0.0202 | -0.302 | 0.364 | -33.6% | 0.7% | -2.6% | 24.3%
O=C(COC(=O)c1ccc2c(c1)S(=O)(=O)N=C1CCCCCN12)NCCc1ccc(F)cc1 | 2.4% | -26.9% | 0.8% | 0.5% | -0.726 | -0.248 | -0.448 | 0.333 | -36.8% | -0.2% | -10.8% | 16.2%
COc1cccc(C2C3=C(CC(C)(C)CC3=O)Nc3cc(OC)c(OC)cc32)c1 (stereo not drawn) | 21.6% | -32.8% | 5.1% | 3.4% | 1.05 | -0.202 | 0.616 | 0.0689 | -52.6% | 0.5% | 52.8% | -29.2%
Cc1ccc2nc3c(cc2c1)c(NS(=O)(=O)c1ccccc1)nn3CC(C)C | -0.7% | -14.0% | -2.1% | 9.0% | -0.373 | -0.211 | 0.263 | 1.16 | -11.6% | -0.2% | 6.4% | 0.1%
O=C(CNC(=O)C1COc2ccccc2O1)N/N=C\c1ccc(Br)cc1 (stereo not drawn) | nt | -45.0% | 3.4% | 9.4% | nt | nt | nt | nt | -17.5% | -0.1% | 18.4% | nt
COc1ccc(NC(=O)CSc2nc(C3CC3)nc3ccccc23)cc1 | nt | 17.3% | 0.9% | 19.3% | nt | nt | nt | nt | 16.3% | 1.2% | 9.5% | nt
CCOC(=O)C1=C(C)OC(N)=C(C#N)C1c1ccccc1 (stereo not drawn) | 1.4% | 11.2% | 2.4% | -0.2% | -3.28 | 0.225 | -1.4 | 0.791 | -0.2% | 0.1% | 9.1% | 13.4%

Pulled one by one from the list above (4):
SMILES | M1AAP inhibition | KOR beta-arrestin-1 | KOR beta-arrestin-2 | NOD2 inhibition | Dynein transport | Dynein transport cytoplasmic EGFP | Dynein transport nuclear GR-EGFP | Dynein transport cell count | NOD1 inhibition | GPR55 activation | AID2073 | P. falciparum M17LAP
COc1cccc(C2C3=C(CC(C)(C)CC3=O)Nc3cc(OC)c(OC)cc32)c1 (stereo not drawn) | 21.6% | -32.8% | 5.1% | 3.4% | 1.05 | -0.202 | 0.616 | 0.0689 | -52.6% | 0.5% | 52.8% | -29.2%
O=C(CNC(=O)C1COc2ccccc2O1)N/N=C\c1ccc(Br)cc1 (stereo not drawn) | nt | -45.0% | 3.4% | 9.4% | nt | nt | nt | nt | -17.5% | -0.1% | 18.4% | nt
CCOC(=O)C1=C(C)OC(N)=C(C#N)C1c1ccccc1 (stereo not drawn) | 1.4% | 11.2% | 2.4% | -0.2% | -3.28 | 0.225 | -1.4 | 0.791 | -0.2% | 0.1% | 9.1% | 13.4%
CCCCNC(=S)NNC(=O)c1nn(C)c(C)c1Cl | 2.0% | 5.5% | -2.8% | 7.0% | -0.0624 | 1.17 | 0.171 | 0.313 | -16.5% | 0.5% | -18.5% | 9.7%

Next part.
SMILES | M1AAP inhibition | KOR beta-arrestin-1 | KOR beta-arrestin-2 | NOD2 inhibition | Dynein transport | Dynein transport cytoplasmic EGFP | Dynein transport nuclear GR-EGFP | Dynein transport cell count | NOD1 inhibition | GPR55 activation | AID2073 | P. falciparum M17LAP
N#Cc1c(-c2ccccc2)cc2nc3ccccc3n2c1N | 2.4% | -12.8% | 2.0% | -48.1% | -1.54 | -0.102 | -1.1 | 1.11 | -13.8% | -0.1% | 24.3% | -2.1%
Cc1ccccc1NC1=C(Cl)C(=O)OC1NC(=O)c1ccccc1 (stereo not drawn) | 2.8% | -14.5% | 1.6% | 3.6% | 0.28 | -0.17 | 0.521 | -0.39 | -11.4% | 0.0% | -0.5% | 9.6%
COC(=O)Nc1nnc(-c2ccco2)s1 | 4.8% | 6.2% | 2.1% | 11.1% | 0.0369 | -0.0145 | 0.446 | 0.174 | -5.6% | -0.3% | 11.3% | 13.2%
COc1cc(CN2CCCC(CO)(Cc3cccc(Cl)c3)C2)cc2c1OCO2 (stereo not drawn) | -14.0% | -2.8% | 6.9% | -24.7% | 0.252 | -0.279 | -0.0808 | 0.384 | 20.3% | -0.2% | 4.6% | -4.7%
NCCOc1ccccc1-c1ccccc1 | -4.6% | 12.6% | 0.0% | 0.1% | 0.768 | -0.136 | 0.441 | 1.07 | 5.6% | -0.1% | -3.8% | -6.1%
NNC(=O)CCn1nnc2ccccc21 | 0.2% | -26.7% | 0.9% | -20.4% | -0.106 | -0.292 | -0.0759 | 1.04 | -9.7% | 0.2% | -13.3% | -3.0%
CC(=O)Nc1ccccc1NC(=O)c1cc(C)ccc1C | 1.6% | 13.5%[20 µM] | -4.5% | 8.3% | -0.487 | -0.363 | 0.235 | 1.42 | -19.0% | -0.1% | 3.5% | 0.1%
CCCC(=O)N(CCN1CCOCC1)c1nc2cc(C)c(C)cc2s1 | nt | -13.0% | 5.6% | -61.7% | nt | nt | nt | nt | -41.8% | 0.4% | -3.4% | nt
O=C(Cn1nc(C(=O)O)c2ccccc2c1=O)Nc1cccc(Br)c1 | nt | 13.2% | -3.3% | 3.2% | nt | nt | nt | nt | -24.5% | -0.1% | -4.5% | nt
Cc1cc(NO)nc(-c2ccc(Br)cc2)n1 | 7.4% | -10.0% | -9.0% | -55.2% | -0.313 | -0.181 | 0.105 | -0.141 | -66.3% | -0.2% | -4.4% | 5.0%
Cc1cc(C(F)(F)F)c(C#N)c(Sc2ccccc2)n1 | 9.4% | 9.1% | -3.1% | 5.5% | 0.399 | -0.138 | 0.0806 | -0.524 | 29.0% | 0.2% | 9.2% | -3.1%
CSc1nc(C=Nc2ccccc2Cl)c(O)n1Cc1cccc(Cl)c1 | 9.6% | -2.7% | -0.9% | -8.6% | 1.32 | -0.182 | 0.489 | -1.1 | 15.7% | ? | 28.7% | -6.7%
O=C(Cc1ccc(S(=O)(=O)N2CCCCC2)s1)Nc1ccc(F)cc1F | -0.9% | 10.3% | 5.7% | -9.2% | 0.368 | -0.253 | -0.14 | -0.386 | -33.8% | 0.1% | -4.7% | -12.7%
Cc1cc(C)cc(-n2c(SCC(=O)NCc3ccc4c(c3)OCO4)nc3ccccc3c2=O)c1 | 14.5% | 9.1% | 0.3% | 5.3% | 0.354 | -0.214 | 0.327 | 0.449 | -14.0% | -0.3% | -6.6% | 19.8%
C=CC1C(OC2OC(CO)C(O)C(O)C2O)OC=C(C(=O)OC)C1CC1CC(=O)CC(CC(=O)CCc2ccc(O)cc2)O1 (stereo not drawn) | 0.8% | 22.4% | -4.1% | -0.5% | 0.61 | -0.664 | 0.942 | -0.797 | -0.9% | 0.0% | -6.8% | 8.0%
CC(NC(=O)c1ccc([N+](=O)[O-])cc1[N+](=O)[O-])c1ccc(-c2ccccc2)cc1 (stereo not drawn) | 0.6% | -14.0% | 0.5% | -10.9% | -0.0277 | -0.296 | -0.278 | -0.104 | -41.8% | 0.1% | 8.7% | 12.2%
CCOc1ccc(N(CC(=O)Nc2ccc(C)c(F)c2)C2=NC3CS(=O)(=O)CC3S2)cc1 (stereo not drawn) | nt | -21.5% | -1.2% | 5.3% | nt | nt | nt | nt | -4.6% | 0.1% | 5.5% | nt
